Screening results from PubChem.
SIRT5 block – blocks human SIRT5 desuccinylation of peptide; inhibition, % at 15 µM; actives 1.1% (n = 330,000); Purified SirT5, succinyl-peptide AMC, trypsin-coupled fluorescence; AID 652115; Q9NXA8; in the data active = inhibition above about 15%
Target sequence (Q9NXA8 whole entry, looked up): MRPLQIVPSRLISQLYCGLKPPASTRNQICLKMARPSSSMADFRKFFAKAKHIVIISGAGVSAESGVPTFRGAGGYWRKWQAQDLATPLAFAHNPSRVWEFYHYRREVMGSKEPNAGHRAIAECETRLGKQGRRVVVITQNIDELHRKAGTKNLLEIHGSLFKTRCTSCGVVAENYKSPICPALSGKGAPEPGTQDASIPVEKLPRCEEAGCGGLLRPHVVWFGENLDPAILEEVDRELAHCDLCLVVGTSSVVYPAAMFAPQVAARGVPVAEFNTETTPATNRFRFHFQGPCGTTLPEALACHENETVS
miR-122 sensor – miR-122 inhibition in Huh7 cells; Huh7 miR-122 Renilla luciferase sensor, 48 h; neutral wells = 0, positive control = 100; activation (reporter increase), % at 12.5 µM; actives 0.3% (n = 340,000); AID 602342;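 active = mean replicate activation score at least 90 and every replicate individually at or above 90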;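 note: higher luciferase means less miR-122 activity so hits act as miR-122 inhibitors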
ERp5 block – ERp5 (human) disulfide isomerase inhibition. inhibition, % at 9.99 µM. actives 0.05% (n = 350,000). ERp5 insulin aggregation, absorbance 650 nm, 90 min;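 active = mean replicate inhibition above about 25%, with every replicate also reaching it, limit read from the data, passing the limit was not always enough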
Target sequence (Q15084 whole entry, looked up): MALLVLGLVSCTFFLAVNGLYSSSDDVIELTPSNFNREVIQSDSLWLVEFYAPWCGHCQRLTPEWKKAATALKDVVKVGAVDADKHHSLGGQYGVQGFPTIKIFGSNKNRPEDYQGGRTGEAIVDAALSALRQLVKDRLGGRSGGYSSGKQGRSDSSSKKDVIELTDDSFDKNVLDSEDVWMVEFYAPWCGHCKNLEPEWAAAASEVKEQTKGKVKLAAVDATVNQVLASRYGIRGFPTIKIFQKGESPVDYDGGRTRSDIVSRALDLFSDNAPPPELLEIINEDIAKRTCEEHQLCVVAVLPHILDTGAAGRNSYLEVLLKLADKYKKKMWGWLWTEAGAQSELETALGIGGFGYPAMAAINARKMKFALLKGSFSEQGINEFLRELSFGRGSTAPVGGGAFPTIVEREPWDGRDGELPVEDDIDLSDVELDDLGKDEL
CFTR F508del cor – CFTR F508del correction in bronchial cells | actives 0.36% (n = 350,000) | CFBE cells, YFP halide quenching; stimulated with forskolin plus potentiator P3; % fluorescence drop versus neutral controls | activity (quench increase), % at 7.58 µM | AID 720511;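 active = mean added fluorescence quench of at least 8% versus neutral control, with both replicates also reaching 8%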;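 note: cells transiently co-express mutant CFTR-F508del with the halide-sensitive YFP; corrector assay measuring rescue of mutant channel to the surface after 24 h compound exposure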
An asterisk follows results filed as active; · = no result given; [ ] = another dose, or the depositor's remark. The list is partial; count on the stated rates, not on these rows.

SMILES	SIRT5 block	miR-122 sensor	ERp5 block	CFTR F508del cor
C[C@@H]1CN([C@H](C)CO)C(=O)c2c(c3ccccc3n2C)-c2ccccc2CO[C@H]1CN(C)C(=O)Nc1ccc(F)cc1	·	·	·	-2.7
CC(C)C#Cc1ccc2c(c1)O[C@@H](CN(C)C)[C@@H](C)CN([C@H](C)CO)S2(=O)=O	·	·	·	3.9
C[C@H]1CN([C@@H](C)CO)C(=O)c2ccccc2-c2ccccc2CO[C@@H]1CN(C)C(=O)CCC(F)(F)F	·	·	·	-1.7
Cc1ccccc1S(=O)(=O)N(C)C[C@@H]1OCc2ccccc2-c2c(n(C)c3ccccc23)C(=O)N([C@H](C)CO)C[C@H]1C	·	·	·	0.8
C[C@H]1CN([C@@H](C)CO)C(=O)c2cccc(NC(=O)c3cnccn3)c2O[C@H]1CN(C)Cc1ccc(C(=O)Nc2ccccc2N)cc1	·	·	·	-0.3
CCCN(C)C[C@H]1Oc2cc(-c3ccccc3C)ccc2S(=O)(=O)N([C@@H](C)CO)C[C@H]1C	·	·	·	-5.8
CO[C@H]1CN(C)C(=O)c2cc(NC(=O)C3CC3)ccc2OC[C@H](C)N(C(=O)Cc2ccccn2)C[C@H]1C	·	·	·	-0.6
C[C@H]1CN([C@@H](C)CO)C(=O)c2c(c3ccccc3n2C)-c2ccccc2CO[C@@H]1CN(C)C(=O)NC1CCCCC1	·	·	·	2.0
CNC[C@@H]1Oc2cc(C#Cc3ccncc3)ccc2S(=O)(=O)N([C@@H](C)CO)C[C@H]1C	·	·	·	-0.2
COc1ccc(NS(=O)(=O)c2cc(NC(=O)/C=C/c3ccccc3OC)ccc2N2CCCCC2)cc1	·	·	·	-4.3
CCOc1ccc2nc(SCC(=O)NC3CCCc4ccccc43)sc2c1 (configuration not stated)	·	·	·	2.5
CN1CCN(C(=O)C[C@@H]2C=C[C@H](NC(=O)Nc3ccccc3F)[C@H](CO)O2)CC1	·	·	·	-0.8
C1CCCCCC2(CCCCC1)OCC(CN1CCOCC1)O2 (configuration not stated)	·	·	·	-0.4
CO[C@@H]1CN(C)C(=O)c2cc(NC(=O)Nc3ccccc3)ccc2OC[C@@H](C)N(C(=O)CC2CC2)C[C@H]1C	·	·	·	-1.0
CCNc1ccccc(-c2ccc3ccccc3n2)c1=O	·	·	·	-1.3
CO[C@@H]1CN(C)C(=O)c2cc(NS(=O)(=O)CC(F)(F)F)ccc2OC[C@@H](C)N(Cc2nccs2)C[C@H]1C	·	·	·	-1.3
CO[C@H]1CN(C)C(=O)c2ccc(NC(=O)c3cnccn3)cc2OC[C@@H](C)NC[C@@H]1C	·	·	·	-1.8
CO[C@H]1CN(C)C(=O)c2ccc(NS(C)(=O)=O)cc2OC[C@@H](C)N(CC2CCCCC2)C[C@@H]1C	·	·	·	0.5
O=C(NCc1cc(Br)cc(Br)c1OC(=O)c1ccccc1[N+](=O)[O-])c1ccccc1	·	·	·	-2.6
CO[C@H]1CN(C)C(=O)c2ccc(NC(=O)c3ccno3)cc2OC[C@@H](C)NC[C@@H]1C	·	·	·	1.6
Cc1cc(NS(=O)(=O)c2ccc(NC(=S)NC(=O)c3ccccc3)cc2)no1	·	·	·	0.4
COc1ccc(S(=O)(=O)N[C@@H]2CC[C@@H](CC(=O)NCCc3ccccc3)O[C@H]2CO)cc1	·	·	·	3.0
COCC(=O)Nc1ccc2c(c1)OC[C@@H](C)N(C(=O)NC(C)C)C[C@H](C)[C@@H](OC)CN(C)C2=O	·	·	·	1.1
C[C@@H]1CN([C@H](C)CO)C(=O)c2ccccc2-c2ccccc2CO[C@H]1CN(C)C(=O)c1ccc(F)cc1	·	·	·	-1.1
N#Cc1ccc(C23CC4(C2)[C@H](CN(CC2CCCCC2)[C@@H]4c2ccccc2)C3c2ccc(C(F)(F)F)cc2)cc1 (some centres not stated)	·	·	·	3.7
CO[C@H]1CN(C)C(=O)c2cc(NC(=O)c3ccc(F)cc3)ccc2OC[C@@H](C)N(C(=O)CN(C)C)C[C@@H]1C	·	·	·	-0.4
COC(=O)c1cccc(C23CC4(C2)[C@H](CN(Cc2ccc(-c5ccccc5)cc2)[C@@H]4c2ccccc2)C3c2ccc(C(F)(F)F)cc2)c1 (some centres not stated)	·	·	·	2.7
C[C@H](CO)N1C[C@H](C)[C@H](CN(C)C(=O)Nc2ccc3c(c2)OCO3)OCc2ccccc2-c2ccccc2C1=O	·	·	·	-0.9
C[C@@H]1CN([C@@H](C)CO)C(=O)c2ccccc2-c2ccccc2CO[C@H]1CN(C)Cc1ccncc1	·	·	·	3.6
Cc1ccc(-n2c(=O)c3sccc3n(Cc3cc(=O)n4ccccc4n3)c2=O)cc1	·	·	·	-1.2
CC(C)C#Cc1ccc2c(c1)O[C@@H](CN(C)C)[C@H](C)CN([C@H](C)CO)S2(=O)=O	·	·	·	-0.4
CO[C@@H]1CN(C)C(=O)c2cc(NC(=O)C3CC3)ccc2OC[C@H](C)N(C(=O)NC(C)C)C[C@H]1C	·	·	·	-0.4
CC1(C)c2[nH]c3ccccc3c2C[C@@H]2C(=O)N(c3cc(F)ccc3F)C(=O)N21	·	·	·	-0.9
CO[C@H]1CN(C)C(=O)c2cc(NC(=O)c3ccccc3F)ccc2OC[C@@H](C)N(C(C)=O)C[C@H]1C	·	·	·	-1.3
O=S(=O)(Cc1ccccc1)NCC[C@@H]1CC[C@H](NS(=O)(=O)c2ccc(F)cc2)[C@H](CO)O1	·	·	·	-2.6
CCCNC(=O)Nc1ccc2c(c1)C(=O)N(C)C[C@H](OC)[C@H](C)CN(Cc1ccc(-c3ccccn3)cc1)[C@@H](C)CO2	·	·	·	-0.6
CO[C@H]1CN(C)C(=O)c2cc(NC(=O)c3cc(C)on3)ccc2OC[C@H](C)NC[C@@H]1C	·	·	·	-2.4
C[C@H](C(=O)N(C)C[C@@H]1OCc2ccccc2-c2ccccc2C(=O)N([C@H](C)CO)C[C@@H]1C)c1ccccc1	·	·	·	-1.0
CCCNC(=O)N[C@H]1C=C[C@@H](CC(=O)NCCc2ccccc2)O[C@H]1CO	·	·	·	-2.8
COc1nc(Cl)cn(-c2ccc(Cl)cc2)c1=O	·	·	·	-1.4
CCC(=O)N1C[C@@H](C)[C@H](OC)CN(C)C(=O)c2cc(NC(=O)c3ccno3)ccc2OC[C@@H]1C	·	·	·	3.0
Cc1ccc(-c2c(C(=O)N(C)Cc3ccccc3)oc(=O)c3ccccc23)cc1	·	·	·	-1.2
COc1ccc(NC(=O)N[C@H]2CC[C@H](CCNC(=O)Nc3cc(F)ccc3F)O[C@@H]2CO)cc1	·	·	·	0.0
C/C=C/c1cnc2c(c1)C(=O)N([C@H](C)CO)C[C@@H](C)[C@H](CN(C)Cc1ccc3c(c1)OCO3)O2	·	·	·	0.7
CC(C)NC(=O)NCC[C@@H]1CC[C@@H](NC(=O)CCN2CCCCC2)[C@@H](CO)O1	·	·	·	-0.9
C[C@H](CO)N1C[C@H](C)[C@H](CN(C)C(=O)[C@H](C)c2ccccc2)OCc2ccccc2-c2ccccc2C1=O	·	·	·	2.9
COc1cccc(S(=O)(=O)Nc2ccc3c(c2)OC[C@H](C)N(Cc2ccccc2F)C[C@@H](C)[C@@H](OC)CN(C)C3=O)c1	·	·	·	2.0
CO[C@H]1CN(C)C(=O)c2ccc(NC(=O)Nc3cc(F)ccc3F)cc2OC[C@H](C)N(C(=O)c2cnccn2)C[C@H]1C	·	·	·	0.4
O=S(=O)(c1cc(O)ccc1O)c1cccc2c(S(=O)(=O)c3cc(O)ccc3O)cccc12	·	·	·	-2.5
C[C@@H]1CN([C@H](C)CO)C(=O)c2c(c3ccccc3n2C)-c2ccccc2CO[C@H]1CN(C)C(=O)N[C@H](C)c1ccccc1	·	·	·	2.3
COCC(=O)Nc1ccc2c(c1)OC[C@H](C)N(C(=O)CC1CC1)C[C@@H](C)[C@H](OC)CN(C)C2=O	·	·	·	1.4
CCCCCC(=O)N=Nc1c(O)[nH]c2ccc([N+](=O)[O-])cc12	·	·	·	0.7
CC(C)NC(=O)N[C@@H]1CC[C@H](CCNC(=O)C2CCCC2)O[C@@H]1CO	·	·	·	-0.8
C=CC[C@@H](CC(=O)N[C@@H](CO)Cc1ccccc1)C(=O)NC[C@@H](OC(=O)[C@@H](CC=C)Cc1ccc(F)cc1)c1ccccc1	·	·	·	-3.5
CCCNC(=O)N1C[C@H](C)[C@H](OC)CN(C)C(=O)c2ccc(NS(=O)(=O)CC(F)(F)F)cc2OC[C@H]1C	·	·	·	-2.7
CCC1(CC)C(=O)C2=C3C1[C@H](C(=O)OC)CC(C(=O)OC)C[C@H]3[C@H]1C(=O)N(c3ccccc3)C(=O)[C@H]1[C@H]2C (some centres not stated)	·	·	·	-2.4
CCNC(=O)[C@H]1[C@H](CO)[C@H]2Cn3c(ccc(-c4ccccc4)c3=O)[C@@H]1N2CCC(F)(F)F	-7	·	-4	·
COc1cccc(-c2ccc3n(c2=O)C[C@@H]2[C@@H](CO)[C@H](C(=O)N4CCCCC4)N[C@H]32)c1	-26	·	1	·
C[C@@H]1CN([C@@H](C)CO)C(=O)c2cc(C3=CCCCC3)cnc2O[C@H]1CN(C)S(C)(=O)=O	·	-6[16.7 µM]	·	0.6
COCC#Cc1cnc2c(c1)C(=O)N([C@H](C)CO)C[C@@H](C)[C@H](CN(C)Cc1ccccc1F)O2	·	1[16.7 µM]	·	-2.9

Additional compounds follow:
SMILES	SIRT5 block	miR-122 sensor	ERp5 block	CFTR F508del cor
CN(CC/C=C1/c2ccccc2CSc2ccccc21)CCCO	·	1	·	-3.2
O=C(c1ccncc1)N1CC[C@H]2[C@H](CO)Nc3ccc(Br)cc3[C@H]21	·	-3[16.7 µM]	·	2.0
CO[C@@H]1CN(C)C(=O)c2cc(NC(=O)c3cccc(F)c3)ccc2OC[C@@H](C)N(C(C)=O)C[C@H]1C	·	23[16.7 µM]	·	-1.3
C[C@@H]1CN([C@H](C)CO)C(=O)c2cc(C#CC3(O)CCCC3)cnc2O[C@@H]1CN(C)C(=O)Cc1cccnc1	·	-5[16.7 µM]	·	-1.4
C[C@@H]1CN([C@@H](C)CO)S(=O)(=O)c2ccc(-c3ccccc3)cc2O[C@H]1CN(C)C(=O)C1CC1	·	6[16.7 µM]	·	-1.4
O=C(Nc1cccc(F)c1)N1CCCCN2[C@H](C1)[C@H](c1ccc(C#Cc3ccccc3)cc1)[C@@H]2CO	·	6[16.7 µM]	·	4.7
O=C(CC1CC1)N1CC[C@H]2[C@H](CO)Nc3ccc(-c4ccc(F)cc4)cc3[C@H]21	·	25[16.7 µM]	·	0.8
CCC(=O)N1C[C@@H](C)[C@H](OC)CN(C)C(=O)c2ccc(NC(=O)C3CCOCC3)cc2OC[C@@H]1C	·	-20[16.7 µM]	·	3.5

Some of these compounds in order of SMILES length, low to high:
SMILES	SIRT5 block	miR-122 sensor	ERp5 block	CFTR F508del cor
C1CCCCCC2(CCCCC1)OCC(CN1CCOCC1)O2 (configuration not stated)	·	·	·	-0.4
CN(CC/C=C1/c2ccccc2CSc2ccccc21)CCCO	·	1	·	-3.2
CCCCCC(=O)N=Nc1c(O)[nH]c2ccc([N+](=O)[O-])cc12	·	·	·	0.7
Cc1ccc(-n2c(=O)c3sccc3n(Cc3cc(=O)n4ccccc4n3)c2=O)cc1	·	·	·	-1.2
CC(C)NC(=O)N[C@@H]1CC[C@H](CCNC(=O)C2CCCC2)O[C@@H]1CO	·	·	·	-0.8
CC(C)NC(=O)NCC[C@@H]1CC[C@@H](NC(=O)CCN2CCCCC2)[C@@H](CO)O1	·	·	·	-0.9
O=C(CC1CC1)N1CC[C@H]2[C@H](CO)Nc3ccc(-c4ccc(F)cc4)cc3[C@H]21	·	25[16.7 µM]	·	0.8
COc1ccc(NS(=O)(=O)c2cc(NC(=O)/C=C/c3ccccc3OC)ccc2N2CCCCC2)cc1	·	·	·	-4.3
CC(C)C#Cc1ccc2c(c1)O[C@@H](CN(C)C)[C@H](C)CN([C@H](C)CO)S2(=O)=O	·	·	·	-0.4
C[C@@H]1CN([C@@H](C)CO)C(=O)c2ccccc2-c2ccccc2CO[C@H]1CN(C)Cc1ccncc1	·	·	·	3.6
CO[C@H]1CN(C)C(=O)c2ccc(NS(C)(=O)=O)cc2OC[C@@H](C)N(CC2CCCCC2)C[C@@H]1C	·	·	·	0.5
CCNC(=O)[C@H]1[C@H](CO)[C@H]2Cn3c(ccc(-c4ccccc4)c3=O)[C@@H]1N2CCC(F)(F)F	-7	·	-4	·
C[C@@H]1CN([C@@H](C)CO)S(=O)(=O)c2ccc(-c3ccccc3)cc2O[C@H]1CN(C)C(=O)C1CC1	·	6[16.7 µM]	·	-1.4
C/C=C/c1cnc2c(c1)C(=O)N([C@H](C)CO)C[C@@H](C)[C@H](CN(C)Cc1ccc3c(c1)OCO3)O2	·	·	·	0.7
C[C@H]1CN([C@@H](C)CO)C(=O)c2c(c3ccccc3n2C)-c2ccccc2CO[C@@H]1CN(C)C(=O)NC1CCCCC1	·	·	·	2.0
C[C@@H]1CN([C@H](C)CO)C(=O)c2c(c3ccccc3n2C)-c2ccccc2CO[C@H]1CN(C)C(=O)Nc1ccc(F)cc1	·	·	·	-2.7

Laid out differently: entries from further up.
CO[C@H]1CN(C)C(=O)c2ccc(NS(C)(=O)=O)cc2OC[C@@H](C)N(CC2CCCCC2)C[C@@H]1C
- SIRT5 block: ·
- miR-122 sensor: ·
- ERp5 block: ·
- CFTR F508del cor: 0.5

O=C(NCc1cc(Br)cc(Br)c1OC(=O)c1ccccc1[N+](=O)[O-])c1ccccc1
- SIRT5 block: ·
- miR-122 sensor: ·
- ERp5 block: ·
- CFTR F508del cor: -2.6
